POLH inh: qHTS for Inhibitors of Polymerase Eta; recombinant Pol eta, fluorescent DNA replication assay; Potency, µM (titrated, usually from 114 µM), for the others: at the highest dose activity change, negative = inhibition, usual class: inhibitors; 390,000 tested, 1.2% active; note: % is set by controls: 0 for no effect and ±100 for the full control effect
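Pol eta at 10 nM preincubated with compounds 15 min at room temperature; reaction started with fluorescent substrate (50 nM final) and read kinetically at 0 and 10 min.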
POLB inh: qHTS Assay for Inhibitors of DNA Polymerase Beta; Potency, µM (titrated, usually from 114 µM), without a hit: at the highest dose activity change, negative = inhibition, actives largely listed as inhibitors; Pol beta primer extension/strand displacement, fluorescence kinetic; 340,000 tested, 1.3% active; AID 485314, 2010; P06746; note: % is set by controls: 0 for no effect and ±100 for the full control effect
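Curves were derived by four-parameter Hill fits of normalized qHTS data. The kinetic fluorescent primer-extension read was taken at 0 and 10 min after 50 nM substrate, following a 15 min room-temperature preincubation of 10 nM enzyme with compounds.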
G9a block: qHTS Assay for Inhibitors of Histone Lysine Methyltransferase G9a | Histone-lysine N-methyltransferase EHMT2 (Homo sapiens), Q96KQ7 | G9a H3K9 monomethylation, AlphaScreen, 2 h | Potency, µM (series often up to 102 µM), for the others: at the top dose activity, negative = inhibition, hits mostly inhibitors | 350,000 tested, 8.8% active; note: % is set by controls: 0 for no effect and ±100 for the full control effect; nearly all actives have a fitted effect of over 75% in size
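Using a bead-based AlphaScreen, monomethylated H3K9 product from 2 h room-temperature reactions (G9a 20 nM, peptide 500 nM, SAM 20 uM) was detected with 0.5 ug/mL rabbit anti-H3K9me1 antibody.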
BAZ2B block: qHTS Assay for Inhibitors of BAZ2B. Bromodomain adjacent to zinc finger domain protein 2B (Homo sapiens), Q9UIF8. AlphaScreen BAZ2B-H3K14Ac peptide displacement. Potency, µM (titrated, usually from 114 µM), for the others: top-dose activity change, negative = inhibition, hits mostly inhibitors. 360,000 tested, 4.4% active. AID 504333, 2011; note: % is set by controls: 0 for no effect and ±100 for the full control effect; nearly all actives have a fitted effect of over 60% in size
Target sequence (Q9UIF8 whole entry, looked up, the tested form may be a part): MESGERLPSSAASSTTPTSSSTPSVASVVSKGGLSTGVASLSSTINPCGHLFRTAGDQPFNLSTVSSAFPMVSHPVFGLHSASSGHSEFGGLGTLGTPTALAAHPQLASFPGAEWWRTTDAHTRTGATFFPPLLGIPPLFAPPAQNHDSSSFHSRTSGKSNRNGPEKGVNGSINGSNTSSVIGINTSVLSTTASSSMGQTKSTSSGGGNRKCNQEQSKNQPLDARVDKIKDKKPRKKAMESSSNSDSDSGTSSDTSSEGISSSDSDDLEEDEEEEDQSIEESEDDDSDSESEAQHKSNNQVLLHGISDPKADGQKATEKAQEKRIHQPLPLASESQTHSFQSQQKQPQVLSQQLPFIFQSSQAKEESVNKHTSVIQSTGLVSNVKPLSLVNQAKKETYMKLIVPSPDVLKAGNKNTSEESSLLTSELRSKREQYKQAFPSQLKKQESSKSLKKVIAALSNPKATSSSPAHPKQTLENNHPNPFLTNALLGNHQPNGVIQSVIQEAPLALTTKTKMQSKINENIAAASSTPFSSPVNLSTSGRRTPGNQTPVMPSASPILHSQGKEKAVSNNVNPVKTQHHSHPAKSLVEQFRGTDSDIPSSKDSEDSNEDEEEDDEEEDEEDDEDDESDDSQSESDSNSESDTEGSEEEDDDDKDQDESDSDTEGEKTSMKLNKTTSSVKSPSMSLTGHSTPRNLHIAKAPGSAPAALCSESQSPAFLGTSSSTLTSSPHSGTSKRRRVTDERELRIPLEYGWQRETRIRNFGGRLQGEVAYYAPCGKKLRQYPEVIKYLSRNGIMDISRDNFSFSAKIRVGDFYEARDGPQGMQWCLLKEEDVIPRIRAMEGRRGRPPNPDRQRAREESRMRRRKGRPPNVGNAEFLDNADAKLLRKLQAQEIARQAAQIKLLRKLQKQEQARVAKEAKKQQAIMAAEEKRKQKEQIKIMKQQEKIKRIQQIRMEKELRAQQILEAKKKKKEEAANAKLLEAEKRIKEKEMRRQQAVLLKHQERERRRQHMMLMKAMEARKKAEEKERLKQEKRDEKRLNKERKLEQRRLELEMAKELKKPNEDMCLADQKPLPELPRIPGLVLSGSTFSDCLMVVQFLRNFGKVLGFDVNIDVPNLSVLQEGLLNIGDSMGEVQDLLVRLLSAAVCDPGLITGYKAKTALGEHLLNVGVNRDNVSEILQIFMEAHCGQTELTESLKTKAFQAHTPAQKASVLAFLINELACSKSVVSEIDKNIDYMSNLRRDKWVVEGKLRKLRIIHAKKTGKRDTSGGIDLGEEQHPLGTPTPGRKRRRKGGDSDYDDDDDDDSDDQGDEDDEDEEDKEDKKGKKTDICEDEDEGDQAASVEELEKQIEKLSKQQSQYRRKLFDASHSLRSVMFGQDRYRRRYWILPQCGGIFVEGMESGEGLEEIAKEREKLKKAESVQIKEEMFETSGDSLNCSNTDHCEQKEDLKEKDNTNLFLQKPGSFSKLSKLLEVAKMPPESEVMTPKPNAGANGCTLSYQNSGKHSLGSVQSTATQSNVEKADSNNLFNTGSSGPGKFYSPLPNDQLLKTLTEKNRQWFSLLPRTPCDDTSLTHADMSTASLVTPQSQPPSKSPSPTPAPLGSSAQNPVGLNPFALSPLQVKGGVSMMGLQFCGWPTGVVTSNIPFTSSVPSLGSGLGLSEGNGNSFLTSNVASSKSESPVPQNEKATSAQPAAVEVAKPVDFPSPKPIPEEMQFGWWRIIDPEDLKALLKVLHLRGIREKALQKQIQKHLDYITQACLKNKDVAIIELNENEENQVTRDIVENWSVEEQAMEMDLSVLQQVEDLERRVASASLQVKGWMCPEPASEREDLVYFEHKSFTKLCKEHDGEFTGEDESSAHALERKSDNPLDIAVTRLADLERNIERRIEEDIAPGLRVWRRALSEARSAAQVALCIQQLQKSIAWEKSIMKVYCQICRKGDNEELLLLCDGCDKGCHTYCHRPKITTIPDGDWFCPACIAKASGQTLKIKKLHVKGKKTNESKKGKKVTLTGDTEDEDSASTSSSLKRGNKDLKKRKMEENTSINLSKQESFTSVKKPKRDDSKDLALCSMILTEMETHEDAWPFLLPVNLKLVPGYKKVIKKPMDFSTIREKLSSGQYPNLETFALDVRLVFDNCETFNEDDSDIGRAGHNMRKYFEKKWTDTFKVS
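AlphaScreen luminescence quantifies BAZ2B engagement of H3K14Ac peptide; the protein and biotinylated peptide are both at 50 nM final, buffer PBS pH 7.4 with 0.01% Tween-20, all steps at room temperature.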
BLM inh: qHTS Assay for Inhibitors of Bloom's syndrome helicase (BLM); Potency, µM (titrated, usually from 56.1 µM), without a hit: at the highest dose activity change, negative = inhibition, hits mostly inhibitors; RecQ-like DNA helicase BLM (Homo sapiens), P54132; 350,000 tested, 0.2% active; recombinant BLM DNA unwinding, fluorescence dequenching; AID 2528, 2010;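 note: plate controls were vehicle for no effect and no enzyme for full effect; nearly all actives have a fitted effect of over 35% in size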
APEX1 inh: qHTS Assay for Inhibitors of the Human Apurinic/apyrimidinic Endonuclease 1 (APE1) | DNA repair nuclease/redox regulator APEX1 (Homo sapiens), P27695 | recombinant APE1, TAMRA/BHQ-2 abasic DNA cleavage fluorescence | Potency, µM (titrated, usually from 65.8 µM), for the others: at the highest dose activity change, negative = inhibition, actives largely listed as inhibitors | 350,000 tested, 0.35% active | AID 2517, 2012;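 note: plate controls were vehicle for no effect and reference inhibitor for full effect; nearly all actives have a fitted effect of over 55% in size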
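Compound pre-exposure to 0.75 nM APE1, 15 min at ambient temperature. Reaction initiated with 50 nM TAMRA/BHQ-2 THF substrate, read immediately in kinetic mode, 525 nm excitation, 598 nm emission.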
Pol kappa inh: qHTS for Inhibitors of Polymerase Kappa. Potency, µM (highest dose often 107 µM), for the others: at the top dose activity, negative = inhibition, most hits filed as inhibitors. DNA polymerase kappa (Homo sapiens), Q9UBT6. 400,000 tested, 0.53% active. purified Pol kappa, fluorescent DNA synthesis assay, 10 min; note: % is set by controls: 0 for no effect and ±100 for the full control effect
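Enzyme at 10 nM met test compounds for 15 min at room temperature. Substrate addition (50 nM final) began the reaction, which was monitored by fluorescence at 0 and 10 min.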
Anesthetic bind: qHTS Assay for Identification of Novel General Anesthetics | apoferritin/1-aminoanthracene competitive binding, fluorescence | Potency, µM (highest dose often 77.5 µM), inactives show top-dose activity change, negative = displacement, hits mostly inhibitors | 350,000 tested, 0.074% active | AID 485281, 2010; note: % is set by controls: 0 for no effect and ±100 for the full control effect; nearly all actives have a fitted effect of over 20% in size
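Horse-spleen apoferritin (10 uM) was mixed with 50% saturated 1-aminoanthracene in PBS, exposed to compounds for 10 min at room temperature, and read for fluorescence (ex 380 nm, em 535 nm). Competitive displacement was fitted with a four-parameter Hill equation.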
Pol iota inh: qHTS for Inhibitors of Polymerase Iota; Pol iota fluorescent replication assay, 10 min; 390,000 tested, 1% active; Potency, µM (top dose mostly 115 µM), inactives show top-dose activity, negative = inhibition, hits mostly inhibitors; DNA polymerase iota (Homo sapiens), Q9UNA4
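Pol iota at 10 nM preincubated 15 min with compounds at room temperature; reaction started with fluorescent substrate, 50 nM final. Fluorescence read kinetically at 0 and 10 min; buffer-only wells as negative control.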
* marks the source's active call; other numbers are inactive results; ? = inconclusive; nt = not tested or not shown; & = joins results of further samples; [ ] = dose if it differs, or a comment. Calls come from the whole dose curve; as a rule, active = well fitted curve in the direction sought with a large enough effect; inconclusive = small, poorly fitted or top-dose-only effect, or another doubt; inactive = no such curve, though single readings can be large; an effect the other way counts as inactive or inconclusive. Potency is the fitted concentration of half-maximal effect.

Structure | POLH inh | POLB inh | G9a block | BAZ2B block | BLM inh | APEX1 inh | Pol kappa inh | Anesthetic bind | Pol iota inh
O=C(Nc1ccc(Br)cc1F)c1ncoc1-c1ccco1 | -13% | 1% | 2%[12.7 µM] | -8% | -2% | nt | -5%[60.1 µM] | 4% | ?
Cc1ccc(N2C(=O)CS/C2=C(\C(Cl)=C(Cl)Cl)[N+](=O)[O-])cc1 | -2% | -25% | 20µM* | 45µM* | -13% | 4% | -39% | ? | ?
CC(C)(CNC(=O)c1cccc(NS(=O)(=O)c2ccc(Br)cc2)c1)N1CCOCC1 | -21% | 88% | 23% | -11% | -1% | 10% | -2% | -11% | 25%
Cc1noc(C)c1C(=O)Nc1ccc(-n2ccc(C(F)(F)F)n2)cc1 | -99% | 1% | 7% | 3% | -3% | 23% | ? | -9% | -95%
Cc1ccc(S(=O)(=O)N2CCN(C(=O)c3ccccc3)CC2)c(C)c1NS(C)(=O)=O | -2% | 1% | ? | -1% | -1% | 0% | 8% | -3% | 10%
Cn1ncc([N+](=O)[O-])c1C(=O)N/N=C/c1c[nH]c2ccccc12 | -5% | 1% | 6% | -18% | 1% | 4% | -15% | -7% | -9%
CCc1ccc(NC(=O)CCc2nc3ccccc3[nH]2)cc1 | -4% | 0% | -19% | -12% | -5% | 2% | -19% | -5% | -23%
O=C(Nc1nc2ccc(S(=O)(=O)N3CCCC3)cc2s1)c1cccs1 | -13% | 7% | ? | -1% | -4% | -5% | -5% | -19% | -4%
O=C(CSc1nnc(C2CC2)n1-c1ccccc1)NCCN1C(=O)CSC1=O | 11% | 31% | 7% | -15% | 1% | 5% | -7% | -3% | 167%[activator]
O=C(CCC(=O)OCCCC(F)(F)C(F)(F)F)NC1CCCCC1 | -3% | -1% | -15%[12.7 µM] | 2% | -3% | 2% | -5% | -4% | 1%[58.9 µM]
CCn1cc(CN2CCC(n3nccc3NC(=O)CCOc3ccccc3)CC2)cn1 | -3% | 3% | 33% | -12% | 0% | 49%[activator] | -7% | -10% | 1%
CCOC(=O)C1C(=O)NC(N2CCN(Cc3ccccc3)CC2)=NC1c1ccco1 (configuration not stated) | 2% | 1% | -5%[59 µM] | -1% | -1% | 0% | 0% | -10% | 19%
CCCCNC(=S)N/N=C/c1ccc(C#N)cc1 | -98% | 0% | 35%[activator] | -21% | -5% | -2% | ? | 162%[activator] | -97%
CC(C)C(NC(=S)NCc1ccccc1)C(=O)O (configuration not stated) | 7% | 9% | -3%[59 µM] | -3% | 1% | 15% | -1% | -19% | -1%
Cc1ccc(N2C(=O)CCC2(C#N)c2ccccc2)cc1 (configuration not stated) | -12% | 2% | nt | -1% | 0% | 21% | -9% | 7% | -8%
O=[N+]([O-])c1ccccc1CSc1ccccn1 | -2% | 3% | 50µM* | -2% | -1% | ? | -3% | -17% | 17%
O=C1C=C(O)C(n2cncn2)C(c2cc(F)ccc2F)C1 (configuration not stated) | -11% | 25% | -50% | ? | -4% | 7% | -22% | -5% | 23%
CN1CCCC(OC(=O)COc2ccc(Br)cc2)C1 (configuration not stated) | -13% | 2% | 14%[59 µM] | 9% | -9% | ? | -2% | 3% | 2%
CCOC(=O)CSc1nnc(CNC(=O)c2cc(OCC)c(OCC)c(OCC)c2)n1C | -7% | 22% | -4% | -8% | -2% | 1% | 3% | -9% | 47%
O=C(N/N=C/C1CC=CCC1)c1ccccc1O (configuration not stated) | -4% | 31% | 1%[12.7 µM] | 10% | -1% | -3% | -11% | -9% | 2%
COC(=O)c1cc2sc(C)cc2n1CC(=O)Nc1cccc(SC)c1 | 1% | 6% | 4%[59 µM] | 3% | -4% | nt | -22% | 18% | -8%
CN1CCN(CCCNC(=O)c2ccc(/C=C3\Sc4ccccc4N(Cc4ccccc4F)C3=O)cc2)CC1 | -8% | 22% | ? | ? | -10% | 0% | 7% | -20% | 9%
O=c1c2c3c(sc2ncn1-n1cccc1)CCCCC3 | 8% | -2% | -43%[59 µM] | ? | 3% | 1% | -3% | ? | 3%
C=CCS(=O)(=O)N1CCC(CCOc2ccccc2)(C(=O)OCC)CC1 | -23% | -1% | 19% | 1% | 0% | -2% | -7% | -14% | 16%
Cc1ccc(Cc2cnc(NC(=O)/C(C#N)=C/c3ccc(-c4ccc([N+](=O)[O-])cc4)o3)s2)cc1 | 14% | -22% | 20%[59 µM] | 10% | 1% | 0% | 0% | -8% | -12%
Cc1cc(C)n2nc(CNS(=O)(=O)c3ccc(C)c(C)c3)nc2n1 | -5%&15% | 17%&55% | -18% | -5%&-3% | 1%&1% | 9% | 1%&-9% | -14%&-6% | 1%&-22%
CCOc1ccc(-n2c(=O)c3c4c(sc3n(CC(=O)NCCCOC)c2=O)CCCCC4)cc1 | -24%&-9% | 2%&8% | -29% | 0%&3% | 0%&-7% | -1% | 1%&-18% | -3%&27% | 69%&1%[activator]
CCc1ccc(NC(=O)C(CC)n2c(=O)c(-c3ccccc3NC(C)=O)nc3ccccc32)cc1 (configuration not stated) | nt | -1% | -14%[59 µM] | -24% | 0% | nt | -1% | -20% | -17%
COc1cc(OC)nc(Oc2cc(C=O)ccc2OC)n1 | -5% | -21% | -1% | 2% | -1% | 57%[activator] | -12% | -1% | 159%[activator]
CC(=O)Nc1ccc(CN2CCN(C3CCCCC3)C(CCO)C2)cc1 (configuration not stated) | -6% | -14% | ? | -13% | -3% | -2% | -11% | -8% | 2%
O=C(N/N=C/C(Br)=C/c1ccccc1)c1n[nH]c2c1CCC2 | ? | 3% | 63%[activator][12.7 µM] | 8% | -2% | 0% | ? | ? | 3.5µM*
O=C(Cc1n[nH]c(=O)[nH]c1=O)N/N=C/c1ccccc1O | -5% | -1% | 7%[59 µM] | -3% | 0% | -4% | -2%[60.1 µM] | -7% | 42%[activator]
O=C(O)c1cccc(N/C(=N\S(=O)(=O)c2ccccc2)c2ccccc2)c1 | -8% | -13% | -10%[0.0925 µM] | -12% | -1% | -6% | 8% | 3% | 20%
O=C(O/N=C/c1ccc2c(c1)OCO2)c1ccccc1Cl | nt | 45% | 95%[activator] | 18% | -8% | 0% | nt | -17% | nt
CCN1C(=O)[C@@H]2[C@@H](c3ccc(SC4CCCCC4)c(OC)c3)N3CCCC[C@@]3(C(=O)OC)[C@@H]2C1=O | -9% | nt | nt | nt | nt | 6% | 4% | nt | -12%
COC(=O)c1ccc2c(c1)c(C#Cc1ccccc1)c(-c1ccccc1)n2C | -12% | nt | 134%[activator] | nt | -7%[75.6 µM] | -12%&0% | -22%&-6% | 738%[activator][110 µM] | 10%
CCn1c(=O)c(C(=O)CN(C)CC(=O)Nc2ccccc2Br)c(N)n(Cc2ccccc2)c1=O | -14% | nt | ? | 1% | nt | 18% | -13% | nt | 12%
NC(=S)N/N=C/c1cccc(/C=N/NC(N)=S)c1 | -3% | ? | nt | -12% | -4% | 9% | -4% | 5% | 1%
O=S(=O)(c1cccs1)N1CCN(c2cccc(Cl)c2)CC1 | -22% | 1% | 51% | 11% | -10% | 5% | -5% | -9% | 3%
CCOC(=O)N/N=C1\CC(C)S(=O)(=O)c2ccc(Cl)cc21 (configuration not stated) | -5% | 7% | 29% | 2% | 0% | -3% | -13% | -1% | 15%[58.9 µM]
CC(C)(C)c1cc(C(=O)Nc2cccnc2)cc(C(=O)Nc2cccnc2)c1 | 1% | 19% | ? | -7% | 1% | 4% | -7% | -5% | 21%
O=C(NCCCl)c1ccc(OCc2ccccc2)cc1Cl | -7% | 2% | -20% | ? | 14% | -5% | 22% | ? | -15%

Laid out differently: results already given
O=C(O)c1cccc(N/C(=N\S(=O)(=O)c2ccccc2)c2ccccc2)c1
  POLH inh = -8%
  POLB inh = -13%
  G9a block = -10%[0.0925 µM]
  BAZ2B block = -12%
  BLM inh = -1%
  APEX1 inh = -6%
  Pol kappa inh = 8%
  Anesthetic bind = 3%
  Pol iota inh = 20%

O=C(O/N=C/c1ccc2c(c1)OCO2)c1ccccc1Cl
  POLH inh = nt
  POLB inh = 45%
  G9a block = 95%[activator]
  BAZ2B block = 18%
  BLM inh = -8%
  APEX1 inh = 0%
  Pol kappa inh = nt
  Anesthetic bind = -17%
  Pol iota inh = nt

CCN1C(=O)[C@@H]2[C@@H](c3ccc(SC4CCCCC4)c(OC)c3)N3CCCC[C@@]3(C(=O)OC)[C@@H]2C1=O
  POLH inh = -9%
  POLB inh = nt
  G9a block = nt
  BAZ2B block = nt
  BLM inh = nt
  APEX1 inh = 6%
  Pol kappa inh = 4%
  Anesthetic bind = nt
  Pol iota inh = -12%

COC(=O)c1ccc2c(c1)c(C#Cc1ccccc1)c(-c1ccccc1)n2C
  POLH inh = -12%
  POLB inh = nt
  G9a block = 134%[activator]
  BAZ2B block = nt
  BLM inh = -7%[75.6 µM]
  APEX1 inh = -12%&0%
  Pol kappa inh = -22%&-6%
  Anesthetic bind = 738%[activator][110 µM]
  Pol iota inh = 10%

The list is partial; count on the stated rates, not on these rows.
